BRCA1 expr up – activators of BRCA1 expression; MCF7-BRCA1-FFLuc reporter, luminescence, 48 h; response scale: scaled: vehicle 0%, 10 µM genistein 100%; 380,000 tested, 1.1% active; Potency, µM (series often up to 46.1 µM), without a hit: at the top dose activation, actives largely listed as activators; AID 624202; further: potency means the concentration at half of the fitted maximal effect; nearly all actives have a fitted effect of over 80% in size; some results filed as inactive show a strong effect at the top dose
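Luminescence from a BRCA1-driven firefly luciferase in MCF7 cells was the read-out, taken 15 min after substrate addition following 48 h compound exposure at 37 °C. Data were normalized to a 10 microM genistein control and DMSO vehicle.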
Tb PFK inh – blocks T. brucei phosphofructokinase; Potency, µM (top dose mostly 57.5 µM), without a hit: top-dose activity, negative = inhibition, most hits filed as inhibitors; AID 485367; T. brucei PFK, ADP-Glo luminescence; O15648; 330,000 tested, 0.17% active;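 further: potency means the concentration at half of the fitted maximal effect; 0% = uninhibited 1x PFK enzyme wells and -100% = no-enzyme wells; nearly all actives have a fitted effect of over 60% in size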
Target sequence (O15648 whole entry, looked up): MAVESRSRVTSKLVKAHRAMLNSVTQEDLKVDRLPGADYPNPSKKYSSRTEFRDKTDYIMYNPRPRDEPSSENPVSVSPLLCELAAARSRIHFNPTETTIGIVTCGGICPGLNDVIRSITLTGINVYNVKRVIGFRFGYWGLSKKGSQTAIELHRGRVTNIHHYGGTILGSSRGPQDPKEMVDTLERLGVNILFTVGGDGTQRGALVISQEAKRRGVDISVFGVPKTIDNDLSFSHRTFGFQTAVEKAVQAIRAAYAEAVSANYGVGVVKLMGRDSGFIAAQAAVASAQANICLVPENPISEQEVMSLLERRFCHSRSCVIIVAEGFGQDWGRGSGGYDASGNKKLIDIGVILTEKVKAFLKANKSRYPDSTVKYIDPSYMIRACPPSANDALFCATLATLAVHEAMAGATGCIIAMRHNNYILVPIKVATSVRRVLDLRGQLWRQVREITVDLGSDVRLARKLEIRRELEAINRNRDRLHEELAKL
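Activity is normalized to no-enzyme wells (full inhibition) and 1.25 nM enzyme wells (no inhibition). Reaction: 0.5 mM F6P, 0.1 mM ATP, 45 min RT, ADP-Glo luminescence; concentration-response curves fitted and classed by quality.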
Rab9 promoter act – Rab9 promoter activation; 320,000 tested, 2.8% active; Huh7 Rab9 promoter-luciferase reporter, luminescence, 24 h; AID 485297; Potency, µM (doses to about 9.22 µM), for the others: at the highest dose activation, negative = inhibition, most hits filed as activators; further: potency means the concentration at half of the fitted maximal effect; % of control where 0% means no effect; nearly all actives have a fitted effect of over 60% in size
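Cell-based reporter: Huh7 stable for Rab9 promoter-driven luciferase, plated in reduced-serum medium with 10% FBS at 1500 cells/well, compound-treated 24 h at 37 °C, luminescence read after 10 min reagent.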
RORgamma inh – ROR gamma (mouse) transcription inhibition | P51450 | Drosophila S2 Gal4-RORgamma UAS-luciferase reporter, 20 h | Potency, µM (titrated, usually from 53.6 µM), without a hit: top-dose activity change, negative = inhibition, most hits filed as inhibitors | 310,000 tested, 5.4% active | AID 2551; further: potency means the concentration at half of the fitted maximal effect; on the % scale 0 is the no-effect control and ±100 the full control effect; nearly all actives have a fitted effect of over 60% in size
Target sequence (P51450 whole entry, looked up, the tested form may be a part): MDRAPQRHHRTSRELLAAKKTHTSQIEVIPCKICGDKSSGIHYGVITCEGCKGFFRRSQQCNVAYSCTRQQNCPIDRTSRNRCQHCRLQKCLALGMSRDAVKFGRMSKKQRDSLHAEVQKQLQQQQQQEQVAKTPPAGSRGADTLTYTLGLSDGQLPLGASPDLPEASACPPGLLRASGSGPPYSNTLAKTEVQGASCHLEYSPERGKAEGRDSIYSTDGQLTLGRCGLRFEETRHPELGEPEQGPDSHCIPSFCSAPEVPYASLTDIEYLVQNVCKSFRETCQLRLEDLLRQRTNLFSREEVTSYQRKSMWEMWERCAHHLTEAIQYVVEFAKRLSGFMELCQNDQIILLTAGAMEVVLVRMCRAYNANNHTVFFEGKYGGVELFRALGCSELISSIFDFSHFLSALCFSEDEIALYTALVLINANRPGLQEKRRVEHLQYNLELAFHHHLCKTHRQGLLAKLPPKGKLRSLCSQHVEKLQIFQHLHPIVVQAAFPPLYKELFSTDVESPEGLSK
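Compounds are pin-transferred onto Drosophila Schneider cells expressing a copper-inducible Gal4–ROR gamma transactivation domain fusion. After 1 hr, copper sulfate is added to 700 uM final; luciferase is read 20 hr later.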
ELG1 DNA repair – blocks ELG1-dependent DNA repair in HEK293T cells; 330,000 tested, 2.3% active; HEK293T ELG1-luciferase reporter, luminescence, 16 h; DNA damage induced by 5-fluorouridine; Potency, µM (series often up to 46.1 µM), for inactives: at the highest dose activity change, negative = inhibition, usual class: inhibitors; further: potency means the concentration at half of the fitted maximal effect; on the % scale 0 is the no-effect control and ±100 the full control effect; nearly all actives have a fitted effect of over 55% in size
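DMSO vehicle served as the neutral condition. Each well held 2,000 cells given 5-fluorouridine plus compound; after 16 hr at 37 °C/5% CO2, ONE-Glo was added and luciferase measured 30 min later.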
p53 reactivator – re-activators of mutant p53. H1299 p53-A138V BP100-luciferase reporter, luminescence, 24 h. Potency, µM (titrated, usually from 92.2 µM), for the others: top-dose activity change, positive = activation, most hits filed as activators. 320,000 tested, 0.063% active; further: potency means the concentration at half of the fitted maximal effect; % of control where 0% means no effect; nearly all actives have a fitted effect of over 45% in size
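p53-null H1299 cells stably carrying temperature-sensitive p53-A138V and a BP100-luciferase reporter were pinned with compounds (4-point, 1:5 series) and held 24 hrs at 37 deg C. Luminescence was read 10 min after detection reagent.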
FLuc counter – inhibits or activates purified firefly luciferase, miR-21 counter-screen; purified FLuc, Km substrates, luminescence inhibition; AID 588342; Potency, µM (series often up to 57.5 µM), for the others: at the top dose activity change, negative = inhibition, actives largely listed as inhibitors; P08659; 360,000 tested, 6.9% active;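 further: potency means the concentration at half of the fitted maximal effect; plate controls were vehicle for no effect and reference inhibitor for full effect; nearly all actives have a fitted effect of over 55% in size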
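Purified P. pyralis luciferase, 10 nM final, with Km-level 10 uM D-luciferin and 10 uM ATP in 50 mM Tris acetate pH 7.5, 10 mM Mg acetate, 0.01% Tween-20, 0.05% BSA; 6-point qHTS titration about 60 µM downward; luminescence read.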
ELG1 genotoxic – genotoxicity induction in ELG1-luciferase HEK293T cells; AID 504466; 330,000 tested, 1.3% active; HEK293T ELG1-luciferase reporter, luminescence, 16 h; Potency, µM (highest dose often 46 µM), for the others: at the highest dose activity change, positive = activation, usual class: activators; further: potency means the concentration at half of the fitted maximal effect; % of control where 0% means no effect; nearly all actives have a fitted effect of over 60% in size
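Screening used a luciferase reporter fused to human ELG1 in HEK293T cells. Luminescence was read on a CCD plate imager after 16 hr exposure and 30 min ONE-Glo incubation.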
TRPV1 ag – human TRPV1 agonism. AID 540275. TRPV1-expressing cells, Fluo-8 calcium influx, agonist mode. Q8NER1. activation, % at 8.33 µM. 320,000 tested, 0.19% active; in the data active means activation above about 80%; inconclusive means between about 30% and that limit; further: 0% is about no effect
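Fluo-8 calcium influx in TRPV1-expressing cells, kinetic read (ex 480/em 520 nm). Compound added and read 3 min for agonist activity, followed by capsaicin at EC20 final and 2 min further read for enhancement.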
VP16 counter – Gal4-VP16 reporter inhibition counter-screen; Drosophila S2 Gal4-VP16 UAS-luciferase, luminescence, 20 h; Potency, µM (titrated, usually from 53.6 µM), inactives show top-dose activity, negative = inhibition, hits mostly inhibitors; 310,000 tested, 3.5% active;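 further: Gal4-VP16 expression switched on by copper sulfate through the metallothionein promoter; potency means the concentration at half of the fitted maximal effect; on the % scale 0 is the no-effect control and ±100 the full control effect; nearly all actives have a fitted effect of over 50% in size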
NPC1 promoter act – activators of NPC1 promoter; Potency, µM (highest dose often 9.22 µM), without a hit: at the highest dose activation, most hits filed as activators; 320,000 tested, 2.4% active; Huh7 NPC1 promoter luciferase reporter, 24 h; AID 485313;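 further: potency means the concentration at half of the fitted maximal effect; % of control where 0% means no effect; nearly all actives have a fitted effect of over 60% in size; reporter is driven by a mutant NPC1 promoter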
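Stably transfected Huh7 (NPC1 promoter→luciferase), 1500 cells/well in Opti-MEM + 10% FBS, 2 h settle, then compound 24 h at 37 °C. Luminescence after 10 min with Amplite reagent.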
Starred values were filed as active, the others as inactive; u = inconclusive; x = not tested or not shown; & = joins results of further samples; [ ] = another dose, or the depositor's remark. Unless noted, the call rests on the fitted dose curve; in most records, active means well fitted curve in the direction sought with a large enough effect; inconclusive means small, poorly fitted or top-dose-only effect, or another doubt; inactive means no such curve, though single readings can be large; an effect the other way counts as inactive or inconclusive.

SMILES	BRCA1 expr up	Tb PFK inh	Rab9 promoter act	RORgamma inh	ELG1 DNA repair	p53 reactivator	FLuc counter	ELG1 genotoxic	TRPV1 ag	VP16 counter	NPC1 promoter act
COc1cc(C(=O)NCc2ccc3c(c2)OCO3)c([N+](=O)[O-])cc1OC	-2%	-4%	8%	3%	2%	7%	1%	-10%	0	4%	8%
CC(C)C(C)NC(=O)COc1ccc(OCc2ccccc2)cc1 (configuration not stated)	-1%	1%	0%	u	-3%	-2%	-28%	-8%	16	-11%	-2%
N#Cc1cccc(NCC(=O)Nc2ccc3c(c2)OCCO3)c1	u	21µM*	0.4µM*	-12%	u	u	6µM*	2.3µM*	3	-3%	0.63µM*
CCOC(=O)c1cc(-c2cccc(C(F)(F)F)c2)nc2nc(SC)[nH]c(=O)c12	-25%	-4%	-2%	u	u	2%	12µM*	-6%	1	u	-2%
Cc1cccc2sc(NC(=O)c3cc(S(=O)(=O)N(C)C)ccc3N3CCCC3)nc12	-62%	0%	-13%	31%	u	2%	-1%	-7%	-2	-5%	-7%
O=C(NC1CCCCC1)C(c1ccc(F)cc1)N(C(=O)c1cccs1)c1ccc2c(c1)OCO2 (configuration not stated)	-15%	1%	-1%	3%	6%	2%	-1%	3%	1	-10%	-4%
Cn1c(Cn2nnc3ccccc32)nnc1SCC(=O)c1ccc(F)cc1	1%	-3%	-8%	-28%	0%	13%	-1%	-3%	-2	3%	16%
COc1ccc(CCN=CC2=C(O)CCCC2=O)cc1OC	14%	-6%	-1%	12%	7%	-11%	-2%	0%	5	-1%	0%
O=C(O)CC(NC(=O)Cc1ccccc1)c1ccccc1 (configuration not stated)	-11%	-3%	5%	-15%	u	x	0%	-7%	-5	-13%	-7%
COc1ccc(NC(=O)C2CCC(CNc3c(N4CCC(C)CC4)c(=O)c3=O)CC2)cc1OC (configuration not stated)	-42%&-3%	1%	-2%	11%	u	-6%	-1%	6%	6	0%	-2%
COc1ccc(C2(C)NC(=O)N(CC(=O)Nc3ccc(C)cc3Br)C2=O)cc1OC (configuration not stated)	-21%	-5%	-4%	-2%	-7%	-7%	0%	1%	-2	5%	-2%
COc1ccc(C(=O)c2c(C)oc3cc([N+](=O)[O-])c(O)c([N+](=O)[O-])c23)cc1	-13%	-9%	2%	66%	-8%	-13%	u	-5%	-2	16%[0.365 µM]	2%
Cc1ccc([N+](=O)[O-])cc1S(=O)(=O)Nc1ccc(C(=O)NCC2CCCO2)cc1 (configuration not stated)	8%	u	0%	x	-20%	-3%	3%	2%	2	x	-1%
Cc1ccc(O)c(C(=O)c2cnn(C(=O)COc3ccc(Cl)cc3)c2)c1	19%	-1%	0%	u	16µM*	-5%	2%	-6%	-3	u	4%
Cc1cc(C(=O)Nc2c(F)cc(F)cc2Br)c(C)o1	14%	3%	-4%	u	3%	9%	-3%	-1%	-5	10µM*	-1%
Cc1cccc(N2C(=O)N3[C@H]4c5ccccc5OC[C@@H]4[C@@H](c4ccccc4)[C@@]3(C)C2=O)c1	-12%	3%	x	x	-17%	0%	x	-1%	x	x	x
Cc1ccc(CS(=O)(=O)c2nc3c(c(N(C)C)n2)CCCC3)cc1	-11%	4%	-3%	-11%	-4%	0%	0%	0%	1	5%	-15%
Cc1c(C(=O)N(C)CCOc2ccccc2)oc2c(Cl)cccc12	77%	1%	16%	x	u	10%	u	4%	22	x	1%
O=C(NCc1nnc(SCc2ccc(F)cc2)n1-c1ccc(F)cc1)C12CC3CC(CC(C3)C1)C2	-46%	-1%	-4%	11%	u	17%	0%	-9%	3	-6%	1%
COc1ccc(-c2noc(N3CCC(C(=O)NCc4ccc(F)cc4)CC3)n2)cc1	9%	2%	-1%	u	13%	x	-3%	4%	u	u	10%
COc1ccc(NC(=O)CSCC(=O)NC2(C)CCS(=O)(=O)C2)cc1 (configuration not stated)	5%	2%	-4%	-25%	-3%	14%	7%	12%	1	-3%	-5%
Cc1cc2occ(CC(=O)N(C)CC(=O)Nc3cccc(F)c3)c2cc1C	-35%	0%	-2%	x	-15%	x	-4%	0%	22	x	0%
CCCCNC(=O)c1cc2c(=O)n3cccc(C)c3nc2s1	0%	0%	3%	5%	u	0%	u	8%	0	17%	17%
Nc1nc(SCC(=O)N2CCOCC2)n[nH]1	1%	2%	-7%	-3%	11%	8%	0%	2%	-1	9%[10 µM]	-4%
CCN(CC)c1ccc(S(=O)(=O)N2CCOCC2)cc1NC(=O)CN1CCN(Cc2ccccc2)CC1	-31%	0%	0%	-28%	-22%	-1%	-1%	-8%	22	2%	-2%
O=C(CN1CCN(C/C=C/c2ccccc2)CC1)Nc1cc([N+](=O)[O-])ccc1Cl	-31%	0%	-5%	-76%	u	-9%	-3%	-4%	3	u	4%
O=C(Cc1coc2cc3c(cc12)CCC3)NC1CCCCCCC1	15%	9%	-1%	20%	3%	9%	-18%	-2%	21	0%	-4%
CCOc1ncccc1C(=O)Nc1cc(S(=O)(=O)N2CCOCC2)ccc1N1CCCC1	-6%	1%	1%	2%	11%	-5%	-2%	-4%	27	-12%	-2%
COc1ccc(NS(=O)(=O)c2cc(NC(=O)CCSc3ccccc3)ccc2OC)cc1	-16%	-2%	-3%	15%[10 µM]	-2%	11%	-2%	-8%	-1	8%	-1%
O=C(CCCCCN1C(=O)c2ccccc2C1=O)NCc1ccccn1	6%	-2%	0%	-31%	-4%	0%	-4%	0%	x	-10%	1%
COC(=O)CSc1nnc(CNC(=O)c2ccccc2OC)n1C	1%	1%	5%	-13%	1%	-12%	3%	-4%	8	-2%	-3%
COCCCn1c(SCC(=O)NNC(=O)c2cccc(O)c2)nnc1-c1ccncc1	1%	1%	-6%	-4%	11%	6%	-3%	0%	-5	1%	-3%
O=C(OCC(=O)N1CCN(c2ccccc2)CC1)c1cccc([N+](=O)[O-])c1	-11%	-9%	-1%	x	-1%	-2%	8%	1%	-5	x	-4%
COc1ccccc1C(=O)NCCC(=O)N(C)Cc1ccc(C)o1	4%	2%	-4%	0%	-1%	9%	8%	4%	3	0%	-5%
CC(C)=CC(=O)OCC(=O)Nc1ccc(Cl)cc1	34%	-3%	0%	20%	-24%	1%	u	8%	-2	-5%	1%
CC(C)CC(=O)Nc1ccc(C(=O)Cn2nc(C(=O)O)c3ccccc3c2=O)cc1	7%	1%	1%	-8%	0%	-2%	5%	1%	1	0%	-1%
COc1ccc(C(=O)NNS(=O)(=O)c2ccccc2)cc1	68%	2%	11%	3%[10 µM]	u	9%	u	7%	-4	-1%	0%
CSCCCNC(=S)N(C)CC(=O)Nc1ccc(C)cc1	9%	-4%	2%	4%	10%	-11%	-3%	-1%	-1	-10%	1%
COc1ccccc1NC(=O)CSc1nc2nccnc2c(=O)n1Cc1cccs1	-29%	-1%	-3%	0%	-2%	-1%	-1%	-3%	-4	6%	-2%
COC(=O)c1ccc(OC)c(CSc2nnc(COc3ccccc3)o2)c1	-5%	0%	-7%	26%	-11%	-14%	0%	-4%	9	-6%	1%
Cc1ccccc1-c1nc(CS(=O)(=O)CC(=O)NC2CC2)c(C)o1	8%	0%	1%	-15%	10%	-5%	1%	5%	1	3%	-5%
NS(=O)(=O)c1ccc(CNC(=O)/C=C/c2cccc(Cl)c2)cc1	5%	0%	0%	0%	2%	-7%	3%	-1%	5	17%	0%
CNCc1cc(Cl)cc(OC)c1OC(C)C	25%	2%	-5%	10%	-2%	-8%	1%	-6%	-2	-4%	-1%
CC1CCCN(C(=O)CSc2nnc(-c3ccncc3)n2C)C1 (configuration not stated)	2%	1%	2%	u	9%	0%	0%	1%	1	2%	1%
COc1ccc(NC(=O)Cn2ccc(C(F)(F)F)n2)cc1S(=O)(=O)N1CCOCC1	-23%	-3%	x	x	1%	-4%	x	1%	x	x	x
CCc1nc2ccccc2c(C(=O)OCc2nc3ccccc3c(=O)[nH]2)c1C	-60%	-4%	x	x	13µM*	5%	x	-10%	x	x	x
Oc1c(Cl)cc(Cl)cc1CNc1nccs1	-16%	-4%	4%	0%	7%	-2%	-9%	0%	-1	-3%	-3%
CCOC(=O)c1cccc(NC(=O)CCS(=O)(=O)c2ccc(Br)s2)c1	0%	8%	1%	-2%	2%	-2%	-1%&2%	3%	27	-4%	2%

High-throughput results deposited in PubChem by National Center for Advancing Translational Sciences (NCATS).
